NCI-60 one-dose screen, 48 h, at 10 µM unless noted. Numbers give growth in % (100 = growth as untreated, 0 = no growth, -100 = all killed).
NCI-H322M – NCI-H322M lung cancer; actives 2.7% (n = 80,000); AID 1794733
NCI-H522 – NCI-H522 lung cancer; AID 1794739; actives 8% (n = 78,000)
COLO 205 – COLO 205 colon cancer. actives 7.3% (n = 79,000)
IGROV1 – IGROV1 ovarian cancer. actives 4.7% (n = 79,000)
NCI-H460 – NCI-H460 lung cancer; actives 6.8% (n = 82,000)
KM12 – KM12 colon cancer cells; actives 5% (n = 82,000)
NCI-H226 – NCI-H226 lung cancer; actives 3.5% (n = 79,000); AID 1794732
NCI-H23 – NCI-H23 lung cancer. actives 4% (n = 80,000). AID 1794731
NCI/ADR-RES – NCI/ADR-RES ovarian cells; actives 4.4% (n = 81,000); AID 1794790
* hit, by the source's call; x = not tested or not shown. How the source made its calls: active means growth percent below 10; inactive means the rest.

SMILES | NCI-H322M | NCI-H522 | COLO 205 | IGROV1 | NCI-H460 | KM12 | NCI-H226 | NCI-H23 | NCI/ADR-RES
NNC(=O)CNC(=O)Cc1ccccc1 | 101 | 96 | 112 | x | 106 | 99 | 101 | 99 | 106
CCOC(=O)C1CCCCC1=O (stereo not drawn) | 105 | 102 | 107 | 106 | 109 | 112 | 99 | 95 | 103
COc1ccc(NC(=O)c2nc(-c3cc(OC)c(OC)c(OC)c3)n(-c3ccc(F)c(F)c3)n2)cc1 | 92 | 84 | 103 | 90 | 108 | 98 | 100 | 96 | 100
Oc1ccc(Cl)cc1Cc1cc(Cl)cc(Cl)c1O | 30 | 39 | 114 | 66 | 21 | 38 | 90 | 9.4* | 25
COc1ccc(C2=NN(/C=c3\s/c(=C(\C#N)C(=O)Nc4ccccc4)n(-c4ccccc4)c3=O)C(c3ccc(OC)cc3)C2)cc1 (stereo not drawn) | 97 | 94 | 102 | 102 | 102 | 99 | 92 | 91 | 96
NC(=O)c1cccc(Nc2ccnc(C(F)(F)F)c2)c1 | 91 | 84 | 102 | 91 | 107 | 96 | 85 | 97 | 105
O=C1C(Cl)=C(Nc2ccccc2)C(=O)C(Cl)=C1Nc1ccccc1 | 120 | 112 | 109 | 110 | 112 | 116 | 103 | 106 | 102
CC1(C)CC[C@]2(CO)CC[C@]3(C)C(=CC[C@@H]4[C@@]5(C)CCNCC(C)(C)[C@@H]5CC[C@]43C)[C@@H]2C1 | 69 | 71 | -44* | 95 | 50 | 35 | 106 | 88 | 92
O=C1NC(=S)S/C1=C\c1cc(Br)ccc1O | 92 | x | 95 | 110 | 102 | 91 | 91 | 85 | 102
CN(C)CCOc1ccc(C(=C(c2ccccc2)C2CCCC2)c2ccc(OCCN(C)C)cc2)cc1 | 94 | 93 | 93 | 103 | 102 | 81 | 93 | 92 | 92
Cc1cc(C(C)(C)c2cc(C)c(O)c(CN(C)C)c2)cc(CN(C)C)c1O | 71 | 86 | 89 | 79 | 101 | 101 | 96 | 105 | 96
O=S(=O)(Nc1ccc(I)cc1)c1ccc(-c2cnc(C3CC3)o2)cc1 | 92 | 50 | 64 | 53 | 42 | 49 | 75 | 70 | 43
COc1ccc(N2C(=O)C(Oc3ccccc3)C2c2ccccc2)cc1 (stereo not drawn) | 98 | 91 | 113 | 97 | 108 | 99 | 103 | 103 | 102
O=C(Cn1nc(-c2ccccc2)ccc1=O)Nn1c(-c2ccc(Br)cc2)csc1=NC1CCCCC1 | 80 | 44 | 59 | 55 | 54 | 70 | 77 | 64 | 54
COc1nc2ccccc2cc1-c1nc2c(cnn2-c2ccc(Br)cc2)c(=O)[nH]1 | 37 | 2.6* | -50* | 42 | 14 | 18 | 40 | 25 | 5.0*
O=S(=O)(Nc1ccc(-c2nc(-c3cccc(OCCN4CCOCC4)c3)c(-c3ccnc(Br)c3)[nH]2)cc1)c1ccccc1 | 53 | 33 | 39 | 44 | 28 | 8.9* | 48 | 36 | 54
CC1=CCC(OC(=O)C(C)(C)CCC(O)(C(=O)OC2(C(C)C)CCC3(C)OC3C2)C(C)C)(C(C)C)CC1 (stereo not drawn) | -93* | -76* | -61* | -60* | -84* | -79* | x | -73* | -9.2*
NS(=O)(=O)c1ccc(NC(=O)N2CCN(Cc3ccccc3)CC2)cc1 | 93 | 96 | 105 | 96 | 99 | 107 | 112 | 105 | 106
CN1CCC(CNc2cc(C3(C(=O)Nc4cc(C(=O)Nc5ccc(Cl)c(C(F)(F)F)c5)ccc4F)CC3)ncn2)CC1 | 39 | 47 | -67* | 55 | 4.0* | 36 | 73 | 44 | 87
CS(=O)(=O)c1ccc(C(=O)N2N=C(c3ccc(F)cc3)CC2c2ccccc2)cc1 (stereo not drawn) | 86 | 57 | 95 | 102 | 106 | 99 | 98 | 99 | 103
NS(=O)(=O)c1ccc(NC(=O)c2ccc(N=Cc3c(O)[nH]c4ccccc34)cc2)cc1 | 109 | 94 | 120 | 109 | 111 | 100 | 104 | 100 | 106
C/C(=N\N1C(=O)c2ccccc2NC1c1ccc(Br)cc1)c1c(O)cc(C)oc1=O (stereo not drawn) | 99 | 97 | 124 | 106 | 103 | 100 | 98 | 96 | 105
COC(=O)C(CC(=O)Nc1ccc(F)cn1)c1ccc(C(F)(F)F)cc1 (stereo not drawn) | 103 | 91 | 105 | 103 | 104 | 99 | 95 | 101 | 100
Cc1occc1C(=O)NN1C(=O)/C(=C/C=C/c2ccc([N+](=O)[O-])o2)SC1=S | 67 | -92* | -75* | -88* | -52* | -66* | -18* | -84* | -6.8*
Cc1ccc(C2=Nc3ccc(Cl)cc3C3=NCC(=O)NN23)cc1 | 109 | x | 115 | 99 | 100 | 107 | 91 | 95 | 96

As entered above:
Entry of NNC(=O)CNC(=O)Cc1ccccc1 under NCI/ADR-RES: 106
Entry of NC(=O)c1cccc(Nc2ccnc(C(F)(F)F)c2)c1 under NCI-H23: 97
Entry of CC1=CCC(OC(=O)C(C)(C)CCC(O)(C(=O)OC2(C(C)C)CCC3(C)OC3C2)C(C)C)(C(C)C)CC1 (stereo not drawn) under NCI-H460: -84*

Back to the main list; the 2 compounds before the break are reprinted first.
SMILES | NCI-H322M | NCI-H522 | COLO 205 | IGROV1 | NCI-H460 | KM12 | NCI-H226 | NCI-H23 | NCI/ADR-RES
Cc1occc1C(=O)NN1C(=O)/C(=C/C=C/c2ccc([N+](=O)[O-])o2)SC1=S | 67 | -92* | -75* | -88* | -52* | -66* | -18* | -84* | -6.8*
Cc1ccc(C2=Nc3ccc(Cl)cc3C3=NCC(=O)NN23)cc1 | 109 | x | 115 | 99 | 100 | 107 | 91 | 95 | 96
CSC(=S)OC(C)CC(C)C (stereo not drawn) | 97 | 95 | 101 | x | 104 | 105 | x | 98 | 104
C/C(=C/C(=O)O)c1ccccc1 | 102 | 101 | 102 | 110 | 107 | x | 111 | 97 | 111
CC1(C)CC[C@]2(C(=O)N3CCOCC3)CC[C@]3(C)C(=CC(=O)[C@@H]4[C@@]5(C)CCC(=O)C(C)(C)[C@@H]5CC[C@]43C)[C@@H]2C1 | 103 | 93 | 113 | 112 | 106 | 105 | 98 | 106 | 103
O=C(CN1CCN(c2cc(=O)[nH]c3ccc(F)cc23)CC1)Nc1ccc(Br)cc1 | 72 | 66 | 89 | 64 | 39 | 75 | 68 | 74 | 83
Nc1nc(N)c(N=O)c(Nc2ccc(Cl)c(Cl)c2)n1 | 113 | 72 | 125 | 44 | 108 | 88 | 93 | 86 | 99
C[C@]12CC[C@H]3[C@@H](CC=C4C[C@@H](O)CC[C@@]43C)[C@@H]1CC[C@@H]2C(=O)C/C=N/O | 89 | 79 | 101 | 77 | 98 | 97 | 107 | 87 | 84
COc1cc(C2CC(c3ccc(C)cc3)=Nc3c(N)nc(N)nc3N2)ccc1Oc1nc(NCCO)nc(N2CCOCC2)n1 (stereo not drawn) | 84 | 97 | 97 | 80 | 101 | 97 | 76 | x | 102
O=C(O)CC/C(=N\NC(=O)c1ccncc1)c1ccccc1 | 100 | 96 | 115 | 108 | 110 | 101 | 104 | 107 | 110
Cc1c(C(=O)NNC(=O)c2ccc(Cl)cc2)nnn1-c1ccc(Cl)cc1 | 90 | 97 | 97 | 106 | 104 | 101 | 95 | 106 | 91
CC(=O)Oc1cccc2c1C(=O)C1CC=CC(OC(C)=O)C1C2=O (stereo not drawn) | x | 100 | 109 | 102 | x | 99 | 108 | 89 | 91
COc1ccc(-c2cc(C(=O)Nc3ccc(C)cc3)nc3[nH]c(=O)sc23)cc1 | 79 | 24 | 79 | 70 | 69 | 67 | 80 | 75 | 78
N#Cc1c(-c2ccccc2)cc(-c2ccccc2)n(CCC(=O)NO)c1=O | 98 | 93 | 113 | 95 | 101 | 100 | 99 | 94 | 102
Oc1ccccc1CC=NC1CCCCC1 | 94 | 99 | 110 | 107 | 108 | 97 | 102 | 91 | 101
N#C/C(=C\NC(=S)N=Nc1c(O)[nH]c2ccccc12)C(=O)c1ccc2ccccc2c1 | 99 | 74 | 96 | 101 | 94 | 103 | 88 | 86 | 98
c1ccc(Nc2nn3c(-c4ccco4)ccnc3c2-c2ccccc2)cc1 | 104 | 94 | 115 | 76 | 104 | 86 | 97 | x | 97
CCN1CCN(c2nc(C)cc(N(CCNc3ccnc4cc(Cl)ccc34)Cc3ccc4c(c3)OCO4)n2)CC1 | 36 | -0.2* | -76* | 43 | 18 | 56 | 75 | 68 | 36
CCCCCCCCCCP(=O)(O)CCCCCCCCCC | 100 | 90 | 107 | 108 | 115 | 105 | 105 | 107 | 108
COc1ccc(OC)c2c1C(=O)CC2C (stereo not drawn) | 96 | 110 | 106 | 100 | 104 | 103 | 101 | 102 | 108
COc1ccc2sc(N(Cc3cccnc3)C(=O)c3ccc(C#N)cc3)nc2c1 | 101 | 124 | 84 | 98 | 101 | 76 | x | 96 | 85
CCCCCCCCCCCCCCCCCCOc1ccc(CC(=O)NCC[N+](C)(C)C)cc1 | 65 | 81 | 74 | 32 | 77 | 73 | 84 | 91 | 93
COC(=O)c1ccc(CSc2nnc(-c3c(C)nc4ccc(C)cn34)o2)cc1 | 98 | 84 | 117 | 109 | 109 | 110 | 95 | 86 | 90
O=C(CSc1nnc(-c2ccc(-c3nc4ccccc4[nH]3)cc2)o1)Nc1ccc(Cl)cc1 | 61 | 0.5* | 62 | 44 | -65* | 23 | 40 | -6.9* | 30
NC(N)=N/N=C/c1cccc(O)c1 | 125 | 91 | 117 | 113 | 105 | 102 | 99 | 106 | 102
O=c1cnc(=O)[nH][nH]1 | 107 | 104 | 134 | 108 | 118 | 112 | 101 | 104 | 105
c1ccc([Se]CCCN2CCN(CCC[Se]c3ccccc3)CC2)cc1 | 121 | 119 | 135 | 103 | 103 | 109 | 116 | 106 | 101

4 consecutive compounds from above:
SMILES | NCI-H322M | NCI-H522 | COLO 205 | IGROV1 | NCI-H460 | KM12 | NCI-H226 | NCI-H23 | NCI/ADR-RES
O=C(CSc1nnc(-c2ccc(-c3nc4ccccc4[nH]3)cc2)o1)Nc1ccc(Cl)cc1 | 61 | 0.5* | 62 | 44 | -65* | 23 | 40 | -6.9* | 30
NC(N)=N/N=C/c1cccc(O)c1 | 125 | 91 | 117 | 113 | 105 | 102 | 99 | 106 | 102
O=c1cnc(=O)[nH][nH]1 | 107 | 104 | 134 | 108 | 118 | 112 | 101 | 104 | 105
c1ccc([Se]CCCN2CCN(CCC[Se]c3ccccc3)CC2)cc1 | 121 | 119 | 135 | 103 | 103 | 109 | 116 | 106 | 101

The listing continues.
SMILES | NCI-H322M | NCI-H522 | COLO 205 | IGROV1 | NCI-H460 | KM12 | NCI-H226 | NCI-H23 | NCI/ADR-RES
CCn1c(Cc2ccccc2)nc2c1c(=O)n(C)c(=O)n2C | 109 | 81 | 104 | 99 | 106 | 101 | 95 | 87 | 99
N#CC1C(=O)OC2CCCCC21 (stereo not drawn) | 99 | 92 | 107 | 97 | 102 | 104 | 102 | 93 | 101
COc1cc(-c2c(C#N)c(N)nc3[nH]c(=S)[nH]c(=O)c23)cc(OC)c1OC | 86 | 89 | 116 | 100 | 108 | 97 | 104 | 95 | 102
CC(C)c1ccc(CSc2nc(SCc3ccc4sccc4c3)nc(=O)[nH]2)cc1 | 106 | 86 | 102 | 107 | 88 | 92 | 90 | x | 100
Cc1nc2c([nH]1)c(=O)n(C)c(=O)n2C | 103 | 79 | 107 | 94 | 107 | 104 | 98 | 102 | 106
NC1(S(=O)(=O)O)C(=O)Nc2ccccc21 (stereo not drawn) | 97 | 95 | 97 | 92 | 101 | 96 | 101 | 102 | 96

Screening results from PubChem.
